Screening data (PubChem)
RORgamma inh: blocks mouse ROR gamma transcriptional activity | P51450 | 310,000 tested, 5.4% active | Potency, µM (series often up to 53.6 µM), inactives show at the highest dose activity change, negative = inhibition, hits mostly inhibitors | Drosophila S2 Gal4-RORgamma UAS-luciferase reporter, 20 h; note: nearly all actives have a fitted effect of over 60% in size
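Luciferase reporter read in Schneider cells carrying Gal4-RORγ (mouse) and UAS-Photinus luciferase; cells given compound 1 h before 700 uM copper sulfate induction, then incubated 20 h at ambient temperature.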
Gal4-VP16 FLuc: counter-screen for ROR gamma inhibitors: Gal4-VP16 reporter. Drosophila S2 Gal4-VP16 UAS-luciferase, luminescence, 20 h. Potency, µM (doses to about 53.6 µM), inactives show at the top dose activity, negative = inhibition, most hits filed as inhibitors. 310,000 tested, 3.5% active;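 note: Gal4-VP16 expression switched on by copper sulfate through the metallothionein promoter; nearly all actives have a fitted effect of over 50% in size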
Numbers without * were called inactive; u = inconclusive; & = joins results of further samples; [ ] = another dose, or the depositor's remark. Calls come from the whole dose curve; as a rule, active = well fitted curve in the direction sought with a large enough effect; inconclusive = small, poorly fitted or top-dose-only effect, or another doubt; inactive = no such curve, though single readings can be large; an effect the other way counts as inactive or inconclusive. % is set by controls: 0 for no effect and ±100 for the full control effect; potency is the fitted concentration of half-maximal effect.

SMILES	RORgamma inh	Gal4-VP16 FLuc
CC(=O)OC[C@@H]1O[C@H](CCO/N=C(\C)CCN2CCCCc3nc(C)c(C)cc32)C=C[C@@H]1OC(C)=O	-11%[10 µM]	2%[10 µM]
C/C=C1\CC2C=CC1C2 (stereo not drawn)	-7%	-8%
CCN1C(=O)[C@H]2[C@H]3[C@H](O)[C@H](O)C/C(=N/OC[C@@H](O)COCc4ccco4)[C@@H]3CC[C@@H]2C1=O	8%&-11%[10 µM]	-6%&-5%[10 µM]
N#Cc1cccc(NC(=O)N2CCC3(CC2)CCN(C(=O)c2ccco2)CC3)c1	32%	0%
COC(=O)c1cc(OC)c(=O)c2c(OC)c(OC)ccc2c1	4%	25%
CN(C)c1ncc2nc(-c3cccs3)c(=O)n(-c3ccccc3)c2n1	2%	2%
CCN[C@@H]1C[C@H](N)[C@H](O[C@H]2OC(CN)=CC[C@H]2N)[C@@H](O)[C@H]1O[C@H]1OC[C@@](C)(O)[C@@H](NC)[C@@H]1O	-33%[16.9 µM]	-1%[17 µM]
COc1ccccc1CNC(=O)c1cccc(-c2ccccc2OC)n1	u	7%
C=C(C(C)=O)C(O)c1ccc(Cl)cc1 (stereo not drawn)	9%	4%
CCOc1cc(NC(C)=O)ccc1C(=O)OC	2%	-8%&-6%
CN1CCN(c2ncc3nc(CCc4ccccc4)c(=O)n(C4CC4)c3n2)CC1	u	1%
OCC1OC(c2ccccc2)C=CC1Oc1ccc(C2CCCC2)cc1 (stereo not drawn)	-12%[10 µM]	1%[10 µM]
COC(=O)CC1c2ccccc2C=C(C2CC2)N1C(=O)OC (stereo not drawn)	2%	-6%
C/C(CCN1CCCCc2nc(C)c(C)cc21)=N\O[C@@H](C)c1cc(-c2c(C)cc(C)cc2C)no1	-28%[10 µM]	6%[10 µM]
O=C1CCC[C@@H]2CC(NCc3ccc(Cl)c(Cl)c3)C[C@@H]3CCN1[C@H]23 (stereo partly drawn)	-8%	-7%
CCCCCCCCCCCCCCCCn1cc[n+](Cc2ccccc2)c1C	u	7.1µM*
CO[C@@H]1COC(=O)CC=C[C@@H](C)[C@@H]2C=C[C@H](O)[C@@H](COC(=O)C/C=C\[C@H]1C)O2	22%[10 µM]	-3%[10 µM]
CC(=O)OC1C(=O)[C@@]2(C)C(O)CC3OC[C@]3(OC(C)=O)C2C(OC(=O)c2ccccc2)[C@]2(O)CC(OC(=O)C(O)C(NC(=O)c3ccccc3)c3ccccc3)C(C)=C1C2(C)C (stereo partly drawn)	u	-7%
CN(C)C(=O)c1ccc(-c2cncnc2Nc2ccc(F)cc2)cc1	35%	-6%
COc1ccc(C(=O)N2CCC3(CCCN(C)C3)CC2)cc1	-22%	-5%
Cc1cccc(CN2CCN([C@@H](c3ccccc3)c3ccc(Cl)cc3)CC2)c1	8%[2.98 µM]	1%[17 µM]
COCCn1c(=O)c(-c2ccccc2)nc2cncnc21	2%	-5%
CC(=O)OCC(=O)[C@@]1(O)CCC2C3CCC4=CC(=O)CC[C@@]4(C)[C@]3(F)C(O)C[C@]21C (stereo partly drawn)	25%	0%
Cc1nc(NCc2ccccc2)c2nc(-c3ccccc3)n(CCCN(C)C)c2n1	-19%	-7%
CC(C)=CCCC1(C)C=Cc2c(O)c3c(c(CC=C(C)C)c2O1)OC12C(=CCCC1C(C)(C)O[C@@]2(C/C=C(\C)C(=O)O)C(=O)O)C3=O (stereo partly drawn)	-1%	-21%
Cc1nc2cnc(N3CCN(C)CC3)nc2n(C)c1=O	1%	1%
COC(=O)C1(C(=O)OC)C/C=C\Cc2ccccc2[C@@H]1C[N+](=O)[O-]	-28%&-8%&-4%	-6%&9%&-11%
CCNc1ncc2nc(-c3ccc(Cl)cc3)c(=O)n(-c3ccc(OC)cc3)c2n1	u	0%
CC1(OC(=O)c2cccs2)C(=O)C=C2C=C(c3ccsc3)OC=C2C1=O (stereo not drawn)	-25%	-4%
COC(=O)[C@H]1O[C@@H](c2cc(OC)c(C)c(OC)c2OCc2ccccc2)[C@H](C)[C@@H]2O[C@]12C	19%	6%
c1ccc(N2CCN(CCCOc3ccc4c(c3)OCO4)CC2)cc1	6%	-8%
COC(=O)CCCC1=CC2=CC(=O)C(C)(OC(=O)c3ccc(Cl)nc3)C(=O)C2=CO1 (stereo not drawn)	-14%	3%
COc1ccc(/C(=C\C(=O)O)c2nccc3cc(OC)c(OC)cc23)cc1OC	-7%	-1%
O=C1C2C(c3ccccc3)CC=CC2C(c2ccc3ccccc3c2)N1Cc1ccccc1 (stereo not drawn)	42%	2%
CNC(=O)[C@]1(C)C[C@H]1[C@H](NC(=O)[C@]1(C)C[C@H]1[C@H](NC(=O)OCc1ccccc1)c1ccccc1)c1ccccc1	28%	13%
C[C@@H]1C(=O)N(S(=O)(=O)c2ccc([N+](=O)[O-])cc2)[C@H]1c1ccc(F)cc1	0%	-2%
CCC/C=C(\CCC)C(NS(=O)(=O)c1ccc(C(F)(F)F)cc1)c1ccc(-c2ccccc2)cc1 (stereo not drawn)	-34%	4%
CN1CCN(c2ncc3nc(-c4ccccc4)c(=O)n(C)c3n2)CC1	-10%	-20%
FC(F)(F)c1ccccc1-c1cncnc1NCc1ccccc1	0%	0%
CCOc1ccc(C(=O)c2ccc(OC)c(O)c2O)cc1	-2%	-1%
COC(=O)N[C@@H](c1cccc(F)c1)[C@@H](C)[N+](=O)[O-]	20%	-6%
C=C(C)C(O)/C=C/c1ccccc1OC (stereo not drawn)	8%[10 µM]	0%[10 µM]
CCOC(=O)N/N=C1/C[C@@H](O)[C@@H](O)[C@@H]2[C@@H]3C(=O)N(Cc4ccc5c(c4)OCO5)C(=O)[C@H]3CC[C@@H]12	-7%[10 µM]	1%[10 µM]
COc1cccc([C@@H]2Oc3ccc(Br)cc3C[C@H]2OC(=O)N[C@H]2CCCc3ccccc32)c1	-10%	1%
Nc1nc(NC2CC2)c2ncn([C@H]3C=C[C@@H](CO)C3)c2n1	1%[10 µM]	-16%

A draw from above in order of heavy-atom count, smallest number first:
SMILES	RORgamma inh	Gal4-VP16 FLuc
COC(=O)N[C@@H](c1cccc(F)c1)[C@@H](C)[N+](=O)[O-]	20%	-6%
Nc1nc(NC2CC2)c2ncn([C@H]3C=C[C@@H](CO)C3)c2n1	1%[10 µM]	-16%
FC(F)(F)c1ccccc1-c1cncnc1NCc1ccccc1	0%	0%
COc1cccc([C@@H]2Oc3ccc(Br)cc3C[C@H]2OC(=O)N[C@H]2CCCc3ccccc32)c1	-10%	1%
CCC/C=C(\CCC)C(NS(=O)(=O)c1ccc(C(F)(F)F)cc1)c1ccc(-c2ccccc2)cc1 (stereo not drawn)	-34%	4%

7 records picked at random from the list so far:
SMILES	RORgamma inh	Gal4-VP16 FLuc
CCOc1cc(NC(C)=O)ccc1C(=O)OC	2%	-8%&-6%
COCCn1c(=O)c(-c2ccccc2)nc2cncnc21	2%	-5%
Cc1nc(NCc2ccccc2)c2nc(-c3ccccc3)n(CCCN(C)C)c2n1	-19%	-7%
CCN1C(=O)[C@H]2[C@H]3[C@H](O)[C@H](O)C/C(=N/OC[C@@H](O)COCc4ccco4)[C@@H]3CC[C@@H]2C1=O	8%&-11%[10 µM]	-6%&-5%[10 µM]
COC(=O)CC1c2ccccc2C=C(C2CC2)N1C(=O)OC (stereo not drawn)	2%	-6%
O=C1C2C(c3ccccc3)CC=CC2C(c2ccc3ccccc3c2)N1Cc1ccccc1 (stereo not drawn)	42%	2%
COc1ccccc1CNC(=O)c1cccc(-c2ccccc2OC)n1	u	7%

Next compounds:
SMILES	RORgamma inh	Gal4-VP16 FLuc
CC(C)(C)OC(=O)NS(=O)(=O)Nc1ccccc1Br	8%	-6%
COc1ccccc1CN1CC[C@@]2(CCCN(C(=O)c3cccc(F)c3)C2)C1	-34%	-7%
O=C(c1cc(C(F)(F)F)cc(C(F)(F)F)c1)N1CCC2(CC1)CN(c1ccccn1)C2	-38%	16µM*
C/C(=C\CO)CCO	15%	-5%
CCCCCCCCCCCCCCCCN	-8%	1%
COc1ccc(O[C@H]2C=C[C@@H](c3ccccc3)O[C@H]2COC(=O)CC/C(C)=N\OC[C@@H](C)[C@H](OCc2ccccc2)C(C)C)cc1	16%[10 µM]	-3%[10 µM]
CN1CCN(c2nc(-c3ccoc3)nc3ccccc23)CC1	-35%	-6%
COCCn1c(=O)c(-c2ccc(Cl)cc2)nc2cnc(OC)nc21	6%	4%
CO[C@H]1COC(=O)CCC[C@H](C)[C@H](OC)COC(=O)C/C=C\[C@@H]1C	11%[10 µM]	-1%[10 µM]
CC(=O)OC(C(=O)c1ccccc1)c1ccccc1 (stereo not drawn)	-3%	5%
COC(=O)[C@H](Cc1ccccc1)NC(=O)[C@H]1C[C@@H]1[C@H](NC(=O)OCc1ccccc1)c1ccccc1	0%	-20%
CCC(C)(Oc1ccc(C2(c3ccc(OC(C)(CC)C(=O)O)cc3)CCCCC2)cc1)C(=O)O (stereo not drawn)	-24%	-2%
C=CCC(Nc1ccc(OC)cc1)(C(=O)OCC)c1ccccc1 (stereo not drawn)	-17%	3%
Cn1c(=O)cnc2cnc(Oc3ccccc3)nc21	14%	9%
CCCCC/C=C\C/C=C\CCCCCCCCCC(=O)NCCCC(=O)O	19%	-2%
Cc1ccc(S(=O)(=O)N2CCC(=O)N([C@H](COCc3cccc(C(F)(F)F)c3)Cc3ccccc3)CC2)cc1	-21%[40.7 µM]	-4%[40.7 µM]
Cc1ccc(S(=O)(=O)N[C@H]2COC(=O)[C@H](C)COC(=O)C/C=C\[C@H]2C)cc1	11%[10 µM]	1%[10 µM]
CC(=O)N1CCC2(CC1)CN(Cc1cc(C(F)(F)F)cc(C(F)(F)F)c1)C2	1%	6%
CCCn1c(-c2ccc(F)cc2)nc2c(N3CCN(Cc4nc(OC)cc(OC)n4)CC3)nc(C)nc21	-9%	6%
Nc1cccc(C(F)(F)F)c1	2%	-3%
O=C(c1cnccn1)N1CCC[C@@]2(CCN(c3ccccn3)C2)C1	-5%	-2%
CS/C(N)=C(C#N)/C(C#N)=C(\N)SC	15%	2%
CC(C)NC(=O)N1CCC2(CC1)CCN(C(=O)c1cccn1C)CC2	-1%	6%
CC(=O)Oc1ccc(C)cc1	0%[10 µM]	-6%
O=C(/C=C/c1ccccc1)N1CCCC1CO (stereo not drawn)	3%[10 µM]	-4%[10 µM]
NCCC[C@@H](CC(=O)N[C@@H]1CCNC[C@H]1C(=O)N[C@H](CC(=O)N[C@@H](CCC(=O)O)CC(=O)O)Cc1c[nH]c2ccccc12)NC(=O)C[C@H](Cc1ccccc1)NC(=O)[C@@H]1CCCC[C@H]1N	-13%	-2%
N#CCCn1c(=O)c(-c2cccc(C#N)c2)nc2cnc(N3CCOCC3)nc21	14%	-2%
COC(=O)[C@@]1(Cc2ccc(F)cc2)[C@@H]2[C@@H](CC(=O)[C@H]2CC(=O)C(=O)N2CCCC2)CN1C(=O)c1ccccc1	u	u
c1ccc2[nH]c(NCCCc3cnc[nH]3)nc2c1	-16%	-13%
COc1ncc2ncc(=O)n(C)c2n1	-24%	3%
CS(=O)(=O)Nc1cccc(-c2nccc(-n3ccnc3)n2)c1	-19%	-10%
Nc1ccc(-c2ccc(N)c(O)c2)cc1O	-7%	-2%
CN(C)C(=O)c1ccc(-c2nccc(N(C)Cc3ccco3)n2)cc1	-18%	-8%
COC(=O)N[C@@H](c1ccc(Br)cc1)C(C(=O)OC)C(=O)OC	1%	10%

These rows are one share of the data; rates above refer to the full screens.
